Bioassay records from PubChem.
HCV inh = blocks hepatitis C virus; Huh7.5.1 HCVcc-Cre infection, luciferase reporter, 44 h; Potency, µM (highest dose often 41.8 µM), for the others: top-dose activity change, negative = inhibition, most hits filed as inhibitors; 340,000 tested, 3.4% active; AID 651820; also: potency is read from the fitted curve at half-maximal effect
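Cells seeded at 1,000/well and cultured 4 h, then compounds added followed by HCVcc-Cre virus (~0.5 moi). After 44 h further culture, luciferase substrate was added, plates held 15 min at room temperature, and luminescence read for 15 sec.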
Giardia FBPA inh = Giardia lamblia aldolase inhibition; A8B2U2; purified Giardia FBPA; Potency, µM (series often up to 59.6 µM), for inactives: at the highest dose activity, negative = inhibition, most hits filed as inhibitors; 290,000 tested, 0.71% active; AID 2451; also: potency is read from the fitted curve at half-maximal effect; nearly all actives have a fitted effect of over 55% in size
Target sequence (A8B2U2 whole entry, looked up): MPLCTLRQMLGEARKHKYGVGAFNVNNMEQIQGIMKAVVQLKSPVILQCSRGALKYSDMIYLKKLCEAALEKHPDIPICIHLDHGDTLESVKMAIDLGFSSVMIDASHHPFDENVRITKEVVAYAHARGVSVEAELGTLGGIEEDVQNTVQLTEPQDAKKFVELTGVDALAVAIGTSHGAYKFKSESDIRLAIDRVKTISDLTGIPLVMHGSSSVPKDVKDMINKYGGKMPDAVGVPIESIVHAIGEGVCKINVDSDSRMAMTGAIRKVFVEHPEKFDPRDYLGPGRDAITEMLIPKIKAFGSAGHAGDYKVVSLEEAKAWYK
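40 nM FBPA preincubated 10 min at RT with compound (up to 57.5 uM final), then substrate plus GAPDH/TPI/NAD/arsenate coupling and diaphorase/resazurin added. Fluorescence read after 20 min at RT, 525/598 nm.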
Sm TGR block = blocks Schistosoma mansoni thioredoxin glutathione reductase. purified TGR, DTNB reduction, TNB absorbance 405 nm. 360,000 tested, 3% active. Q962Y6. Potency, µM (doses to about 114 µM), inactives show at the top dose activity change, negative = inhibition, most hits filed as inhibitors. AID 485364; also: potency is read from the fitted curve at half-maximal effect; nearly all actives have a fitted effect of over 60% in size
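TGR 20 nM + NADPH 100 uM (dispensed conc.), cpd preinc 15 min RT; start with NADPH (500 uM addition) then DTNB (15 mM addition). Kinetic TNB absorbance, 405 nm filter. Four-parameter Hill fit across titration.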
AMA1 RON2 block = AMA1-RON2 (P. falciparum) interaction inhibition; AID 720542; Potency, µM (series often up to 58.2 µM), without a hit: at the highest dose activity change, negative = inhibition, actives largely listed as inhibitors; AlphaScreen AMA1-biotinylated RON2 peptide binding; 360,000 tested, 0.2% active;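 also: potency is read from the fitted curve at half-maximal effect; 0% = vehicle wells and -100% = peptide control; nearly all actives have a fitted effect of over 45% in size; some results filed as inactive show a strong effect at the top dose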
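AMA1 (3D7) with his tag at 25 nM final met compounds first, then biotinylated RON2 peptide at 25 nM; detection used donor plus acceptor beads, 10 µg/mL apiece, read by AlphaScreen after 30 min at room temperature.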
HCMV antiviral = human cytomegalovirus inhibition | HFF cells, HCMV-luciferase reporter, 72 h; stronger effect = lower value | 410,000 tested, 4.5% active | activity change, negative = inhibition, % at 57.5 µM; in the data active = activity change below about -60%; inconclusive = no clear call, values can overlap the other calls; inactive = above about -39%
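Two-dose cell screen: HFF monolayers treated with compounds and infected with luciferase-expressing HCMV at 1 PFU/cell, 72 h at 37C, then lysed for luciferase measurement.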
AmpC inh detg = blocks E. coli AmpC beta-lactamase in detergent assay | P00811 | AmpC hydrolysis of nitrocefin, absorbance 480 nm, 0.01% Triton | Potency, µM (top dose mostly 114 µM), for the others: at the top dose activity change, negative = inhibition, actives largely listed as inhibitors | 370,000 tested, 0.041% active | AID 485294;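 also: potency is read from the fitted curve at half-maximal effect; 0% = no-compound wells and -100% = no-enzyme wells; nearly all actives have a fitted effect of over 25% in size; some results filed as inactive show a strong effect at the top dose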
Target sequence (P00811 whole entry, looked up): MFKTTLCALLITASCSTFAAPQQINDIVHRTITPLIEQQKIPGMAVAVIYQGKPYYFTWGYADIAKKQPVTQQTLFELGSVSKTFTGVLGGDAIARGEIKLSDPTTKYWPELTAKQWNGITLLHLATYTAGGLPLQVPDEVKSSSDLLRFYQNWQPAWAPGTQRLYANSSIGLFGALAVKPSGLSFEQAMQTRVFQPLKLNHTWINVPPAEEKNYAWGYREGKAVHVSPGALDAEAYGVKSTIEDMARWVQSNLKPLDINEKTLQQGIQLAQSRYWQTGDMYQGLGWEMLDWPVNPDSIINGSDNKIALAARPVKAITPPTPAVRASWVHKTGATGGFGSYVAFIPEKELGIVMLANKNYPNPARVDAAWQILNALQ
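20 mM phosphate pH 7.0 + 0.01% (detergent screen) or 0.0001% Triton X-100; 5.3 nM AmpC reagent; cpd preinc 15 min RT; nitrocefin (800 uM stock) to start; A480 q20 s × 4 min; Activity was normalised to no-enzyme and no-compound control wells.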
* marks the source's active call; other numbers are inactive results; ? = inconclusive; · = not tested or not shown; & = joins results of further samples; [ ] = remark or other dose. Unless noted, calls follow the shape of the dose curve; as a rule, active = well fitted curve in the direction sought with a large enough effect; inconclusive = small, poorly fitted or top-dose-only effect, or another doubt; inactive = no such curve, though single readings can be large; an effect the other way counts as inactive or inconclusive. Unless noted, % is scaled to controls: 0 for no effect and ±100 for the full control effect. This is a random part of the collection, and some 9.3% of all compounds hit somewhere here.

molecule	Giardia FBPA inh	Sm TGR block	HCMV antiviral	AmpC inh detg	HCV inh	AMA1 RON2 block
CCC(C)NC(=O)Cn1nc([N+](=O)[O-])c(Cl)c1C (stereo not given)	0%	2%	-25	0%	3%	-7%
O=C(Nc1cc(F)ccc1F)C1CCCN1S(=O)(=O)c1cccc2nsnc12 (stereo not given)	·	2%	-26	3%	5%	3%
O=C(NC1CC1)C1=C[C@@H](c2ccc(C(F)(F)F)cc2)C[C@@H](OCCCCO)O1	·	·	-14	·	3%	-1%
COc1cccc(NC(=O)CN(C)C(=O)c2cc(S(=O)(=O)N3CCCCCC3)ccc2OC)c1	·	-9%	-4	-7%	1%	6%
N#C/C(=C(/O)CCl)c1nc(-c2ccccc2)cs1	?	?	34	-5%	?	8%
CCn1cc(Cl)c(C(=O)NNC(=O)CCn2cc([N+](=O)[O-])cn2)n1	-5%	3%	?	?	16%	35%[activator]
Cc1cccc2cc(CN(C(=O)c3cccs3)c3ccccc3)c(=O)[nH]c12	4%	-8%	-39	-18%	5%	-29%
CC(CCc1ccccc1)NC(=O)c1ccc(-n2cncn2)c([N+](=O)[O-])c1 (stereo not given)	·	5%	-22	-12%	-20%	8%
CN(C)/C=C(/C(=O)c1ccc(F)cc1)S(=O)(=O)c1ccc(F)cc1	3%	1%	-31	-13%	-9%	-2%
Cc1ccc(S(=O)(=O)N2CCCc3cc(NS(=O)(=O)c4ccccc4)ccc32)cc1	·	10%	-9	-14%	·	·
O=C(Cn1ncc(Cl)c(Cl)c1=O)NCC1CCCCC1	8%	35µM*	-101*	-11%	2.8µM*	8%
COC(=O)c1ccc(CSc2nc3c(cnn3-c3ccc(Cl)cc3)c(=O)[nH]2)o1	-9%	6%	-12	0%	5%	-1%
COc1ccc(OC)c(C(=O)c2coc3ccc(OCC(=O)O)cc23)c1	26%	-12%	19	-1%	-6%	10%
COC(=O)c1c(C)[nH]c(C(=O)C(C)Sc2nnc(-c3cc(OC)c(OC)c(OC)c3)o2)c1C (stereo not given)	2%	-1%	3	-14%	?	-19%
Cc1ccccc1-n1nc2c(c1NC(=O)c1cc3ccccc3oc1=O)CS(=O)(=O)C2	2%	-26%	-17	2%	?	15%
O=C(OCC(=O)N1CCN(S(=O)(=O)c2ccc(Cl)cc2)CC1)c1cc(Br)ccc1O	·	-7%	-13	-2%	-9%	-13%
O=C(CN1CCN(C(=O)c2ccco2)CC1)Nc1ccc2c(c1)OCO2	·	·	5	·	-5%	5%
CCOC(=O)n1c(O)c(N=NC(N)=S)c2cc(C)ccc21	-30%	0%	-17	-4%	15%	125%[activator]
O=C(N1CCOCC1)N1CCN(S(=O)(=O)c2ccc(F)cc2)CC1	4%	-2%	-13	-9%	0%	0%
Cc1ccc(C)c(Nc2cc(C(=O)NCc3cccnc3)c3ccccc3n2)c1	0%	2%	14	-1%	-4%	10%
COc1ccc(/C=N/Nc2nc(C)cc(-c3ccccc3)n2)cc1OC	-10%	-22%	-86*	-6%	?	80%[activator]
Cc1cc(Br)ccc1NC(=O)c1ccccc1-c1ccccc1	-11%	0%	?	-2%	-19%	9%
CCN(CC)C(=O)c1sc2nc(-c3cccs3)cc(-c3ccc(Cl)cc3)c2c1N	3%	10%	-33	2%	?	21%
CCOc1cc(CNC(=O)NC2COc3ccc(OC)cc3C2)cc(OCC)c1OCC (stereo not given)	·	3%	-6	13%	·	·
COc1ccc([N+](=O)[O-])cc1NC(=O)C(C)OC(=O)/C=C/c1ccco1 (stereo not given)	0%	50µM*	-8	-3%	-10%	-11%
CCC1CN(C(=O)N2CCC(C(=O)NCCCc3ccccc3)CC2)c2ccccc2O1 (stereo not given)	·	7%	21	19%	·	·
COc1ccc(C(=O)N2CCN(c3ccccc3Cl)CC2)cc1S(=O)(=O)NC1CC1	·	?	44	-2%	5%	-11%
O=C(NCc1ccccc1)[C@@H]1C[C@H]1[C@@H](NP(=O)(c1ccccc1)c1ccccc1)c1ccccc1	7%&3%	-20%	-34	-13%	29%	38%[activator]
O=C(CNS(=O)(=O)c1ccccc1)NCc1ccccn1	-12%	1%	37	1%	11%	53%[activator]
Cc1c(NC(=S)NC(=O)C(C)(C)C)c(=O)n(-c2ccccc2)n1C	0%	-10%	-23	-3%	16%	-1%
Cc1sc2ncn(CC(=O)N3CCC(C(N)=O)CC3)c(=O)c2c1S(=O)(=O)N1CCOCC1	14%	-27%	-8	3%	11%	12%
Cc1cc(C)c(C(=O)N2CCCC(N3CCN(c4cccc(C(F)(F)F)c4)CC3)C2)o1 (stereo not given)	9%	2%	-17	-2%	11µM*	-9%
CCOc1cccc(C(=O)Nc2ccc(NC(=O)c3cc4ccccc4o3)c(OC)c2)c1	1%	2%	-21	?	?	24%
CCN(CC)CC(=O)Nc1sc(C)cc1C(=O)c1ccccc1	9%	-12%	0	2%	8.9µM*	20%
CCc1ccc(NC(=O)CSc2nc3ccccc3c(=O)n2CCC(=O)NC2CCCCC2)cc1	·	0%	-12	-7%	·	·
Cc1cnc(NC(=O)CSc2nnc(-c3ccccc3)n2Cc2ccccc2)s1	4%	-16%	8	-15%	-19%&-27%	-1%
CCOC(=O)C1(CCCc2ccccc2)CCN(C(=O)CCC2=NNC(=O)CC2)CC1	18%	28%	-12	6%	-5%	-4%
O=C(CN1C(=O)C2(SCC(=O)N2c2ccc(F)cc2)c2ccccc21)NC1CCCCC1 (stereo not given)	·	15%	-4	11%	·	·
COCCNCC#CCOc1ccc(OC)cc1	-11%	?	33	?	14%	-12%
CC(=O)Nc1nc2ccc(S(=O)(=O)N3CCCC3)cc2s1	·	0%	-63*	2%	1%	-4%
O=C(CN1C(=O)CCC1=O)Nc1ccc(Br)cc1	1%	-33%	?	?	-18%	2%
CCOc1ccccc1NS(=O)(=O)c1cccs1	14µM*	6%	-9	-14%	11%	?
CC(=O)c1c(C)[nH]c(C(=O)OCc2cccc(Cl)c2)c1C	0%	-8%	41	7%	11µM*	?
COc1ccc(C(=O)ON=C2CCN(c3ccc([N+](=O)[O-])cc3)CC2)cc1	0%	3%	-2	-13%	-1%	-14%
Cc1c(Cl)cccc1NC(=O)CC(c1ccc(F)cc1)N1Cc2ccccc2C1=O (stereo not given)	·	0%	27	2%	·	·
CCCN1C(=O)/C(=C2/C=Cc3ccccc3N2CC)SC1=S	-1%	3%	-39	3%	-25%	3.2µM*
COc1ccc(CCNC(=O)c2n[nH]c(=O)c3ccccc23)cc1	2%	0%	-11	1%	4%	10%
Cc1cc(C)cc(N(CC(=O)NC2CCCCCC2)S(=O)(=O)c2c(C)[nH]c(=O)[nH]c2=O)c1	2%	2%	-35	1%	?	18%
Cc1cccc(NC(=O)c2ccccc2C(=O)Nc2cccc(C)c2)c1	·	·	-38	·	15%	0%
Cc1oc(-c2ccccc2F)nc1CN1CCC(C(=O)NCCC2=CCCCC2)CC1	1%	3%	-1	-6%	?	10%
O=C(CCC(=O)c1ccc(F)cc1)OC1CCOC1=O (stereo not given)	3%	50µM*	40	-6%	-8%	0%
CCN(CC)S(=O)(=O)c1cccc(NC(=O)COC(=O)c2ccc(Br)o2)c1	-3%	-1%	50	?	-2%	-11%
O=C(NCc1ccccn1)Nc1ccc(Cl)c(Cl)c1	6%	1%	-10	-7%	-3%	-8%
Cc1cccc(C)c1NC(=O)NC1(C(=O)N2CCCCC2)CCCCC1	·	1%	3	-1%	26%	1%
O=C1C(=O)c2cccc3cccc1c23	?	-1%	?	-1%	14%	1%
Cn1ncc(Cl)c1C(=O)N1CCN(c2ncccn2)CC1	-1%	3%	?	1%	10%	0%

Twelve successive entries from above:
molecule	Giardia FBPA inh	Sm TGR block	HCMV antiviral	AmpC inh detg	HCV inh	AMA1 RON2 block
CCOc1ccccc1NS(=O)(=O)c1cccs1	14µM*	6%	-9	-14%	11%	?
CC(=O)c1c(C)[nH]c(C(=O)OCc2cccc(Cl)c2)c1C	0%	-8%	41	7%	11µM*	?
COc1ccc(C(=O)ON=C2CCN(c3ccc([N+](=O)[O-])cc3)CC2)cc1	0%	3%	-2	-13%	-1%	-14%
Cc1c(Cl)cccc1NC(=O)CC(c1ccc(F)cc1)N1Cc2ccccc2C1=O (stereo not given)	·	0%	27	2%	·	·
CCCN1C(=O)/C(=C2/C=Cc3ccccc3N2CC)SC1=S	-1%	3%	-39	3%	-25%	3.2µM*
COc1ccc(CCNC(=O)c2n[nH]c(=O)c3ccccc23)cc1	2%	0%	-11	1%	4%	10%
Cc1cc(C)cc(N(CC(=O)NC2CCCCCC2)S(=O)(=O)c2c(C)[nH]c(=O)[nH]c2=O)c1	2%	2%	-35	1%	?	18%
Cc1cccc(NC(=O)c2ccccc2C(=O)Nc2cccc(C)c2)c1	·	·	-38	·	15%	0%
Cc1oc(-c2ccccc2F)nc1CN1CCC(C(=O)NCCC2=CCCCC2)CC1	1%	3%	-1	-6%	?	10%
O=C(CCC(=O)c1ccc(F)cc1)OC1CCOC1=O (stereo not given)	3%	50µM*	40	-6%	-8%	0%
CCN(CC)S(=O)(=O)c1cccc(NC(=O)COC(=O)c2ccc(Br)o2)c1	-3%	-1%	50	?	-2%	-11%
O=C(NCc1ccccn1)Nc1ccc(Cl)c(Cl)c1	6%	1%	-10	-7%	-3%	-8%

Going on with the list.
molecule	Giardia FBPA inh	Sm TGR block	HCMV antiviral	AmpC inh detg	HCV inh	AMA1 RON2 block
Cc1cnc(C(=O)Nc2ccccc2-n2cccc2)cn1	-1%	50µM*	19	15%	-27%	30%
CCN(CC)C1CCCCC1NS(=O)(=O)c1ccc(Cl)cc1 (stereo not given)	7%	-3%	-25	?	12%	3%
Cc1c(Cl)cccc1NC(c1ccc(F)cc1)c1nnc(-c2ccccc2)o1 (stereo not given)	·	6%	20	8%	·	·
O=C(CCSc1nnc(-c2ccncc2)o1)Nc1ccc(Cl)cc1	0%	24%	-29	-10%	-16%	42%
O=Cc1c(-c2ccc(F)cc2)nc2ccccn12	1%	-1%	13	2%	14%	-5%
Cc1nnc(NC(=O)Cn2nc(C)c3ccccc3c2=O)s1	2%	3%[57.1 µM]	-20	-4%	-4%	-3%
CCCc1ccc(-c2cc(NC(=O)CSc3nnc(N)s3)n(-c3ccccc3)n2)cc1	-4%	3%	69	3%	?	15%
CCOc1ccc(-c2nnc(SCC(=O)NC3CC3)o2)cc1	·	0%	-19	-2%	3%	5%
CCNC(=S)N/N=C(\C)c1cccc(OC)c1	-6%	?	-6	3%	2%	1%
